PI5P4Ka inh: blocks human PI5P4K alpha kinase activity | P48426 | PI5P4Kalpha enzyme, ADP-Glo luminescence, 60 min; stronger effect = lower value | max response, % | 330,000 tested, 1.2% active; active means max response of -50% or lower; inconclusive means between -30% and -50%; inactive means -30% or higher; further: value at the top dose of about 77 µM; on the % scale 0 is the no-effect control and ±100 the full control effect
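Luminescence from ADP-Glo served as readout of PI5P4Kalpha activity in a qHTS format. Reaction: enzyme, substrate, compound, ATP at 5 microM final, 60 min at RT.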
PLK1 PBD inh: PLK1 (human) polo-box domain binding inhibition | P53350 | Plk1 PBD binding of FITC phosphopeptide, fluorescence polarization | Potency, µM, without a hit: max response, negative = inhibition, actives largely listed as inhibitors | 360,000 tested, 2.8% active | AID 720504; further: potency means the concentration at half of the fitted maximal effect; series mostly up to about 57 µM; on the % scale 0 is the no-effect control and ±100 the full control effect; nearly all actives have a fitted effect of over 65% in size
EPAC1 agonist: agonists of human EPAC1. AID 720707. O95398. 360,000 tested, 0.073% active. EPAC1 agonist qHTS, biochemical assay; response scale: 100% = response to 6.5 mM cAMP. Potency, µM (top dose mostly 154 µM), for the others: top-dose activation, usual class: activators; further: potency means the concentration at half of the fitted maximal effect; nearly all actives have a fitted effect of over 60% in size
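Multi-concentration qHTS readout: loss of Rap1B-bound BODIPY-GDP fluorescence driven by 100 nM EPAC1 with excess GDP (50 uM), monitored kinetically at room temperature; agonist response expressed relative to 6.5 mM cAMP.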
IL2 activator: activates IL-2 in a cell-based reporter assay; IL-2 activation reporter assay, cell-based qHTS; stimulated with anti-CD3/CD4/CD28 beads; in transgenic mouse T cells; activation, % (series mostly up to about 46 µM); 360,000 tested, 0.065% active; AID 652025; in the data active means activation above about 50%; inconclusive means mostly about 30% to 49%; further: 0% is about no effect
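EGFP and DsRed fluorescence is measured by plate cytometry in unstimulated transgenic mouse T cells exposed to compound for 60 minutes, then stimulated 18 hours at 37 degrees C with anti-CD3/anti-CD4 beads plus anti-CD28.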
Abeta rescue: A-beta toxicity reversal in yeast; yeast expressing A-beta42, growth rescue, OD600, 48 h; response scale: 0% DMSO, 100% iron-clioquinol control; Potency, µM (top dose mostly 46.1 µM), for inactives: at the highest dose growth rescue, actives largely listed as activators; 410,000 tested, 0.063% active; AID 1347071; further: potency means the concentration at half of the fitted maximal effect; nearly all actives have a fitted effect of over 55% in size
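Growth rescue measured by 600 nm absorbance after 48 h yeast culture at 30 C with compound. Values normalized between DMSO and an equimolar ferric chloride plus clioquinol control.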
EPAC1 antagonist: EPAC1 (human) antagonism. Potency, µM (doses to about 115 µM), without a hit: top-dose activity change, negative = inhibition, most hits filed as inhibitors. 360,000 tested, 0.14% active. EPAC1 GEF assay, Rap1b-BODIPY-GDP exchange fluorescence;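 further: potency means the concentration at half of the fitted maximal effect; plate controls were vehicle for no effect and positive control for full effect; nearly all actives have a fitted effect of over 50% in size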
FUS yeast rescue: rescues growth of FUS-expressing yeast; S. cerevisiae FUS-expressing, growth rescue, OD600, 24 h; Potency, µM (highest dose often 76.6 µM), without a hit: top-dose growth rescue (activation), usual class: activators; 390,000 tested, 0.24% active; AID 1347120;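 further: potency means the concentration at half of the fitted maximal effect; plate controls were DMSO vehicle for no effect and reference control for full effect; nearly all actives have a fitted effect of over 55% in size; some results filed as inactive show a strong effect at the top dose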
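Yeast FUS proteinopathy model; galactose-induced FUS (2%), starting OD 0.005. Cpds in dilution series, 24hr, 30C, 99% humidity. Abs 600 nm growth. Pos ctrl CP55940 (top 92uM final); neg ctrl DMSO.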
WRN inhibitor: inhibitors of human WRN helicase; Q14191; Potency, µM (highest dose often 114 µM), for the others: at the highest dose activity change, negative = inhibition, actives largely listed as inhibitors; WRN helicase unwinding, fluorescent forked duplex, kinetic; 360,000 tested, 0.46% active; further: potency means the concentration at half of the fitted maximal effect; on the % scale 0 is the no-effect control and ±100 the full control effect; nearly all actives have a fitted effect of over 55% in size
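Fluorescence dequenching readout, ex 525 nm/em 598 nm, kinetic mode: forked duplex DNA (100 nM final) with adjacent fluorophore and quencher unwound by WRN (20 nM final) with 2 mM ATP. Compound preincubation 15 min, room temperature.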
aSyn yeast inh: alpha-synuclein toxicity inhibition in yeast; Yeast expressing alpha-synuclein, growth rescue, BacTiter-Glo, 24 h; Potency, µM (top dose mostly 46.1 µM), inactives show top-dose growth rescue (activation), most hits filed as activators; 370,000 tested, 0.14% active; further: potency means the concentration at half of the fitted maximal effect; % of control where 0% means no effect; nearly all actives have a fitted effect of over 65% in size
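Readout is rescue of growth in alpha-synuclein-expressing yeast, so inhibitors of toxicity appear as activators. Growth after 24 hr at 30 deg C in galactose medium is quantified by luminescence.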
An asterisk follows results filed as active; u = inconclusive; x = no result given; [ ] = remark or other dose. Unless noted, the call rests on the fitted dose curve; in most records, active means well fitted curve in the direction sought with a large enough effect; inconclusive means small, poorly fitted or top-dose-only effect, or another doubt; inactive means no such curve, though single readings can be large; an effect the other way counts as inactive or inconclusive.

Below each compound – PI5P4Ka inh	PLK1 PBD inh	EPAC1 agonist	IL2 activator	Abeta rescue	EPAC1 antagonist	FUS yeast rescue	WRN inhibitor	aSyn yeast inh
1	COc1ccc(C(=O)N2CCC(O)(c3ccc(Cl)cc3)CC2)cc1OC
→ -2.7	-1.8%	-26.8%	-0.7	11.5%	-3.4%	7.7%	-2.8%	-1.0%
2	O=C(CC(=O)c1cc(Cl)ccc1O)c1ccccc1
→ x	-12.7%	u	0.1	-57.4%[inhibitor]	9.9%	-10.2%	-14.0%	u
3	Cc1cc(C)cc(NC(=O)c2cccc(N3C(=O)C4C5C=CC(C5)C4C3=O)c2)c1 (stereo not drawn)
→ 0.3	-3.3%	-3.2%	-3.0	11.9%	-14.3%	31.1%	0.3%	4.3%
4	CC1CN(CCCCSc2ccc(Cl)cc2)CC(C)O1 (stereo not drawn)
→ 1.1	-11.4%	0.1%	0.8	-43.4%[inhibitor]	-37.1%	-12.1%	-3.5%	18.6%
5	CN(C)c1ccc(C(=O)Nc2ccc(CN3CCS(=O)(=O)CC3)cc2)cc1
→ -1.3	-15.5%	1.0%	0.7	2.2%	-17.9%	19.2%	-4.3%	-6.9%
6	O=C(NCC(=O)N(c1ccc(F)cc1)C(C(=O)NC1CCCC1)c1ccncc1)c1ccco1 (stereo not drawn)
→ 6.1	-0.5%	6.3%	-1.2	-13.5%	0.1%	-4.0%	-1.1%	-4.8%
7	CCOc1ccc(C(=O)NCC(=O)N2CC=C(c3ccccc3)CC2)cc1OCC
→ 5.3	-3.4%	1.6%	-0.7	-13.2%	-25.4%	18.4%	-12.4%	-4.1%
8	Cc1nnc(SCC(=O)c2ccc([N+](=O)[O-])cc2)s1
→ -0.5	-11.1%	-2.2%	-1.5	29.4%	1.4%	13.9%	-3.4%	-0.7%
9	O=C(CCN1C(=O)C2C3CCC(C3)C2C1=O)Nc1ccccc1C(F)(F)F (stereo not drawn)
→ -5.7	-0.2%	8.3%	-2.1	-8.9%	0.4%	-6.9%	5.8%	-0.2%
10	O=C(c1cccs1)N(C(=O)c1cccs1)c1ccc(Br)cn1
→ 4.1	-7.3%	15.2%	-2.3	-45.3%[inhibitor]	-3.5%	17.8%	4.7%	-27.6%
11	Cc1ccccc1OC1C(=O)N(CC2CCCO2)C1c1ccc2c(c1)OCO2 (stereo not drawn)
→ 9.1	1.8%	2.5%	0.2	11.4%	-2.1%	4.4%	2.9%	12.9%
12	O=C(COC(=O)Cn1cnc2ccccc21)Nc1cc(S(=O)(=O)N2CCOCC2)ccc1Cl
→ 0.7	-13.9%	2.1%	-0.9	2.7%	-10.2%	12.9%	0.6%	-2.3%
13	CN1CCN(C(=O)CN(C2CCCCC2)S(=O)(=O)c2ccc(Br)cc2)CC1
→ -5.1	0.2%	-10.7%	-1.8	2.3%	7.4%	x	-14.8%	4.0%
14	CCC(=O)Nc1sc(Cc2ccc3c(c2)OCO3)c(C)c1C(N)=O
→ -20.2	21.2µM*	3.2%	2.2	1.5%	-3.7%	-4.4%	0.7%	-27.5%
15	Cc1ccc(C)c(NC(=O)C2CC(=O)N(C(C)C)C2)c1 (stereo not drawn)
→ 7.4	-3.9%	3.4%	-1.2	24.1%	-7.4%	-25.5%	3.9%	0.1%
16	CCOC(=O)c1oc2ccc(Br)cc2c1COC(=O)C1=COCCO1
→ 16.6	-5.5%	-0.4%	1.4	29.3%	-24.4%	16.6%	-11.7%	2.6%
17	CCCCCCNc1c(C(=O)OCC)c(=O)[nH]c2ccccc12
→ 2.8	-2.7%	-6.4%	0.3	4.6%	-7.1%	12.6%	-12.7%	-0.1%
18	O=C(COC(=O)c1cc([N+](=O)[O-])ccc1NCCO)NCc1cccs1
→ 2.6	-8.5%	13.4%	1.0	6.4%	5.1%	-30.7%	3.2%	1.1%
19	Cc1nc(NC(C)C)c2cnn(CCc3ccccc3)c2n1
→ 1.8	2.1%	3.2%	0.3	7.6%	-7.2%	9.9%	-6.7%	-0.1%
20	O=C(NCCN1CCN(c2ccccc2F)CC1)C1CCCN(S(=O)(=O)c2cnc[nH]2)C1 (stereo not drawn)
→ -4.3	-14.7%	-3.2%	0.4	-4.4%	-5.8%	-18.9%	3.4%	-2.5%
21	Nc1nnc(SCC(=O)NC2CCCCC2)s1
→ -2.7	0.2%	-2.9%	-0.2	8.3%	5.0%	-9.4%	3.2%	1.2%
22	Cc1cc(/C=C(\C#N)C(=O)OCC#N)c(C)n1CC(C)C
→ 6.4	3.5%	-11.1%	0.0	-9.7%	-26.9%	8.9%	-7.6%	2.4%
23	CC(=O)Nc1ccc(S(=O)(=O)Nc2cccc(NC(=O)C(C)(C)C)c2)cc1
→ -3.5	-7.6%	3.9%	2.4	-7.2%	5.2%	12.0%	2.1%	-2.2%
24	Cc1nn(-c2ccccc2)c(Cl)c1C(=O)Nc1ccc(N2CCOCC2)cc1
→ -4.4	-4.5%	-8.4%	0.0	-3.0%	-9.0%	-13.8%	12.1%	-1.8%
25	CCOC(=O)C1=CCN(S(=O)(=O)c2ccccc2Br)C1c1ccccc1 (stereo not drawn)
→ 5.9	-10.3%	5.8%	-0.9	-13.1%	-4.0%	18.3%	-7.1%	-6.8%
26	CNC(=O)NC(=O)COC(=O)c1cccc(S(=O)(=O)N2CC3(C)CC2CC(C)(C)C3)c1 (stereo not drawn)
→ 9.2	-7.9%	14.7%	-1.7	13.4%	-11.0%	30.6%	-6.4%	0.3%
27	Cc1cc(/C=N/NC(=O)Cn2c3ccccc3c(=O)c3ccccc32)c(C)n1-c1ccccc1
→ u	-23.9%	-2.2%	-3.0	-13.7%	-2.1%	41.0%	4.0%	3.1%
28	CCCNC(=O)c1cc(C2CCCCN2C(=O)OCCF)on1 (stereo not drawn)
→ -11.0	-13.4%	0.5%	0.6	-21.8%	-9.2%	-10.7%	4.1%	-0.1%
29	Cc1nnc(SCC(=O)NC(=O)NCc2ccco2)s1
→ 6.7	-5.5%	11.4%	-2.3	-6.4%	1.1%	-33.5%	-8.9%	-0.2%
30	COC(=O)C(=NNc1c(C)n(C)n(-c2ccccc2)c1=O)C(=O)OC
→ -6.5	0.5%	8.5%	1.3	-11.2%	6.6%	-6.4%	-16.7%	-21.3%

An excerpt from above, showing only PLK1 PBD inh, WRN inhibitor and FUS yeast rescue:
entry | canonical_smiles | PLK1 PBD inh | WRN inhibitor | FUS yeast rescue
26 | CNC(=O)NC(=O)COC(=O)c1cccc(S(=O)(=O)N2CC3(C)CC2CC(C)(C)C3)c1 (stereo not drawn) | -7.9% | -6.4% | 30.6%
25 | CCOC(=O)C1=CCN(S(=O)(=O)c2ccccc2Br)C1c1ccccc1 (stereo not drawn) | -10.3% | -7.1% | 18.3%

Continued.
Below each compound – PI5P4Ka inh	PLK1 PBD inh	EPAC1 agonist	IL2 activator	Abeta rescue	EPAC1 antagonist	FUS yeast rescue	WRN inhibitor	aSyn yeast inh
31	Cc1cccc(NC(=O)CSc2nncn2-c2ccccn2)c1
→ -8.5	-8.9%	5.1%	0.3	4.5%	-2.8%	-2.5%	-8.9%	2.9%
32	CCn1ncc(CNC(=O)C2(C)CC2(Br)Br)c1C (stereo not drawn)
→ -6.5	-10.6%	-0.7%	10.4	0.0%	-3.0%	5.5%	1.1%	-2.7%
33	Cc1cc(NC(c2cccnc2)c2c(C)[nH]c3ccccc23)no1 (stereo not drawn)
→ 4.7	-23.7%	2.4%	0.0	-7.4%	2.3%	21.0%	-0.6%	7.7%
34	O=C(CN1CCN(C(=O)CN2C(=O)NC3(CCCC3)C2=O)CC1)Nc1cccc(F)c1
→ -3.2	2.4%	-1.8%	2.2	1.7%	-6.7%	6.7%	-6.6%	7.1%
35	Cc1ccccc1CNC(=O)C(=O)NCC1OCCCN1S(=O)(=O)c1cccs1 (stereo not drawn)
→ -0.3	-19.9%	4.7%	-3.8	1.1%	20.6%	26.4%	-2.0%	-2.4%
36	Cc1[nH]nc(N)c1-c1ccc(Cl)cc1
→ 1.5	-2.7%	-0.3%	-0.4	-3.2%	4.5%	-16.9%	3.3%	0.2%
37	Cc1ccc2c(c1)N(CC(=O)NC1CCCC1)C(=O)c1cccnc1O2
→ 0.4	-2.4%	0.5%	-1.4	-6.4%	-0.6%	-20.0%	-6.4%	u
38	N#C/C(=C\c1ccc(Cl)c([N+](=O)[O-])c1)c1ccccn1
→ 1.8	-11.0%	0.7%	0.1	-34.5%[inhibitor]	-5.4%	7.9%	-13.6%	-0.5%
39	O=S(=O)(Nc1cccc2ccccc12)c1cccc2nonc12
→ -0.3	-0.7%	-1.1%	0.7	-25.2%	8.6%	4.6%	-4.0%	7.2%
40	CCOc1cc(N2CCOCC2)c(OCC)cc1NC(=O)COC(=O)c1cccc2ccccc12
→ -5.7	-18.1%	5.2%	-2.8	16.3%	6.6%	9.0%	1.0%	0.7%
41	COc1ccc(/C=C(/NC(=O)c2ccccc2OC)C(=O)Nc2ccc(C(=O)O)cc2)cc1
→ -4.9	-2.1%	8.1%	4.6	10.8%	-1.6%	x	-28.0%	6.2%
42	Cc1ccc(C)c(NC(=O)NCc2ccccn2)c1
→ 5.3	6.4%	-4.6%	-1.2	9.9%	u	15.1%	-1.0%	-6.4%
43	CCN(c1ccccc1)S(=O)(=O)c1ccc2ccccc2c1
→ -4.8	4.7%	4.5%	1.6	-14.9%	-4.1%	24.7%	6.3%	-0.1%
44	COCC(=O)Nc1ccc(N2CCN(c3ccccc3)CC2)c(F)c1
→ 0.2	4.7%	1.8%	-3.5	2.5%	-4.1%	23.0%	1.7%	-0.9%
45	CCN(CC)C(=O)N1CCN(C(=O)N(CC)CC)CC1
→ -5.7	-6.7%	1.8%	1.1	-8.9%	-8.1%	8.5%	-5.3%	-0.9%
46	Cc1ccc(NC(=O)Nc2ccc3c(c2)N(C)C(=O)CS3)cc1C
→ -2.0	-0.1%	-7.1%	-1.9	8.4%	1.6%	-15.0%	-9.6%	6.8%
47	Cc1nc(N2CCN(c3ccccc3)CC2)nc2c1C(=O)CC(c1ccccc1)C2 (stereo not drawn)
→ 0.5	-3.5%	1.5%	2.5	-7.1%	0.5%	16.9%	3.0%	4.4%
48	CC(=O)c1ccc(N2CCN(Cc3cc(=O)n4c(-c5ccccc5)csc4n3)CC2)cc1
→ -20.5	-7.9%	5.0%	-4.2	1.5%	-13.3%	u	-11.3%	6.5%
